15-hLO-2 inh = blocks human 15-lipoxygenase 2 activity; O15296; purified 15hLO-2, xylenol orange hydroperoxide absorbance; Potency, µM (doses to about 57.1 µM), inactives show at the highest dose activity change, negative = inhibition, hits mostly inhibitors; 110,000 tested, 0.56% active; further: potency means the concentration at half of the fitted maximal effect; nearly all actives have a fitted effect of over 60% in size; many of its hits are not listed in these tables
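Screening format was qHTS against 50 nM purified 15hLO-2 in Hepes pH 7.5 with detergent. Activity follows hydroperoxide formation from 45 uM arachidonic acid, measured as 573:405 nm absorbance ratio of the ferric-xylenol orange complex.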
IMPase inh = membrane-permeable compound that blocks inositol monophosphatase; P97697; CHO-M1 cells, IP1 accumulation, HTRF TR-FRET ratio; inhibition (IP1 accumulation), % at 46.1 µM; 120,000 tested, under 10 active; AID 901; active means well fitted curve in the direction sought with a large enough effect in the signal ratio, not every such curve was filed as active; inconclusive means small, poorly fitted or top-dose-only effect, or a change in a side signal; inactive means no such curve, though single readings can be large or run the other way; the % refers to the signal ratio;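 further: cells stimulated with carbachol in lithium chloride buffer; plate controls were DMSO basal wells for no effect and reference inhibitor wells for full effect; higher means more IMPase inhibition seen as more IP1 and lower FRET ratio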
Target sequence (P97697 whole entry, looked up): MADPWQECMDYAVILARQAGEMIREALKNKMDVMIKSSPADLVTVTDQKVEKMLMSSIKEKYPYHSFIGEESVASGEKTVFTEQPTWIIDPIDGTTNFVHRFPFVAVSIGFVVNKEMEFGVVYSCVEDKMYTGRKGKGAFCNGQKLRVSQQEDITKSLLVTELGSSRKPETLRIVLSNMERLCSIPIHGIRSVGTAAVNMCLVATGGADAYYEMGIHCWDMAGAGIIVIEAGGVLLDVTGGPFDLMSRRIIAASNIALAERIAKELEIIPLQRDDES
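CHO-M1 cells (CHO stably expressing M1 receptor), compound up to 46 uM final, stimulated with carbachol (50 uM as added) in buffer with 50mM LiCl, pH 7.4, 30 min at 37C. Cytosolic IP1 read by TR-FRET; AC50 from Hill fits.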
PNC inhibitor = inhibitors of perinucleolar compartment assembly | PC3M PTB-GFP, PNC prevalence imaging, 16 h; stronger effect = lower value | activity change (PNC), negative = inhibition, % at 10 µM | 140,000 tested, 3.1% active;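 active means readout at or below -70, meaning at least 70% loss of cells showing the perinucleolar compartment, a nuclear body marking cancer cells; inconclusive means readout between -30 and a set limit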;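 further: plate controls were DMSO wells for no effect and camptothecin positive control wells for full effect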
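Compounds are pinned in duplicate onto adhered PC3M cells stably expressing GFP-tagged PTB and incubated 16 h at 37 C. Cells are then fixed, nuclei stained with Hoechst, and PNC-positive cells counted.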
12-hLO inh = inhibitors of human 12-lipoxygenase (ALOX12); purified 12-hLO, xylenol orange hydroperoxide absorbance; Potency, µM (titrated, usually from 57.1 µM), without a hit: at the highest dose activity change, negative = inhibition, hits mostly inhibitors; 150,000 tested, 0.12% active; AID 1452; further: potency means the concentration at half of the fitted maximal effect; nearly all actives have a fitted effect of over 55% in size; many of its hits are not listed in these tables
Target sequence (P18054 whole entry, looked up): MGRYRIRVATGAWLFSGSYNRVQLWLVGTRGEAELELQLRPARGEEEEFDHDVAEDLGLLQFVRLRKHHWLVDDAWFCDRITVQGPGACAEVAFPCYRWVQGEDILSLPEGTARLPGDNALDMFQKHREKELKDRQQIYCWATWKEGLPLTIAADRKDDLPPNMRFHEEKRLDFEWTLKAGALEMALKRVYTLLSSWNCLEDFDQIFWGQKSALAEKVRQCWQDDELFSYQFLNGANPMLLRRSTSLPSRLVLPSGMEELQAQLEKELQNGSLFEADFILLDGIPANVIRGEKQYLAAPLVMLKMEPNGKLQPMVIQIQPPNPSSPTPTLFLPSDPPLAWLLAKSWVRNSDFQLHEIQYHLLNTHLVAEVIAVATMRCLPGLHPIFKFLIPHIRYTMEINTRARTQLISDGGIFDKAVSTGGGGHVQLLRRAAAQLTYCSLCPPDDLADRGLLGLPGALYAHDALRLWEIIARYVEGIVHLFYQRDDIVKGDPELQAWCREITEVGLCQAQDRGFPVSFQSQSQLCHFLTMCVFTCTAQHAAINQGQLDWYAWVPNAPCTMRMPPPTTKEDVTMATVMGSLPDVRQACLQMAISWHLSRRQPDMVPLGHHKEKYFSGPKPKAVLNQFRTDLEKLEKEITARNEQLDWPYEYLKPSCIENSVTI
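Purified human 12hLO (150 nM), preincubated 15 min with compound, then 40 uM arachidonic acid for 30 min, room temperature, Hepes pH 7.0 with 0.01% Triton X-100. Hydroperoxide detected by ferrous iron/xylenol orange; 573/405 nm absorbance ratio gives reaction progress.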
* = called active by the depositor; ? = inconclusive; . = no result given; [ ] = dose if it differs, or a comment. Unless noted, the call rests on the fitted dose curve; in most records, active means well fitted curve in the direction sought with a large enough effect; inconclusive means small, poorly fitted or top-dose-only effect, or another doubt; inactive means no such curve, though single readings can be large; an effect the other way counts as inactive or inconclusive. Unless noted, on the % scale 0 is the no-effect control and ±100 the full control effect. Some of the compounds tested; the hit share may differ from the screen's.

PNC inhibitor	12-hLO inh	IMPase inh	15-hLO-2 inh	molecule
17	0%	-7	5%	C=CCc1cccc2cc(C(=O)O)c(=O)oc12
11	0%	.	.	Cc1cccc(NC(=O)CC2c3ccccc3Oc3ccccc32)c1
2	-7%	-4	-3%	C=CCn1c(SCC(=O)Nc2ccc3c(c2)OCO3)nnc1-c1ccccc1OC
41	3%	6	0%	CCCc1nnc(SCC(=O)N2CCOCC2)n1Cc1ccco1
.	-1%	12	22%	COc1cccc(C=NC=Nc2cccc(OC)c2)c1
9	-30%	12	-26%	Cc1ccccc1-c1nc2ccccc2c(=O)n1/N=C/c1ccccc1[N+](=O)[O-]
-100*	-3%	0	1%	CCOC(=O)NC(CC(=O)O)c1ccc(OC)cc1 (stereo not given)
43	1%	.	.	CCC1CCC(c2nnc(-c3ccc(Br)cc3)o2)CC1 (stereo not given)
27	-4%	3	-23%	O=C(CN1C(=O)CC(c2ccco2)Sc2ccccc21)NCC1CCCO1 (stereo not given)
.	-2%[25.6 µM]	18[20.6 µM]	7%[25.6 µM]	C[C@@H](COc1ccccc1)N(CCCl)Cc1ccccc1
-16	-17%	-3	-16%	Cc1ccccc1N1C(=O)C(Cl)=C(N2CCCCCC2)C1=O
?	0%	.	.	Cc1ccc(C(=O)C2Oc3ccccc3C3CC(c4ccc(C)cc4)=NN23)cc1 (stereo not given)
?	3%	-7	.	CCOC(=O)c1sc(-c2ccc(F)cc2)cc1NC(=O)Nc1ccccc1OC
-1	1%	.	.	COCCn1cnnc1SCC(=O)Nc1cccc(S(=O)(=O)N2CCCCCC2)c1
-23	-5%	-2	-10%	CCOC(=O)C(C)n1ncn2cccc2c1=O (stereo not given)
?	1%	0	-3%	COC(=O)c1cc(Cl)c(N)cc1OC
2	-5%	.	.	NC(=O)CC[C@@H]1NC(=O)[C@H](Cc2ccccc2)NC(=O)[C@H](Cc2ccc(O)cc2)NC(=O)[C@@H](N)CSSC[C@@H](C(=O)N2CCC[C@H]2C(=O)N[C@@H](CCCN=C(N)N)C(=O)NCC(N)=O)NC(=O)[C@H](CC(N)=O)NC1=O
-13	-23%	12	0%	O=C(Oc1c(-c2ccccc2)oc2ccccc2c1=O)c1ccccc1
-28	1%	.	.	Cc1ccc2c(c1)c(=O)c(Br)c(C)n2Cc1ccccc1
25	-1%	2	1%	O=C(Nc1ccccc1Cl)c1ccccc1Cl
?	-4%	-3	0%	O=S1(=O)CCN2C(c3ccc4c(c3)CCCC4)=CSC2=N1
0	-12%	7	-4%	COCCNS(=O)(=O)c1ccc(-c2ccc(S(=O)(=O)NCCOC)cc2)cc1
?	-14%	-3	1%	Cc1[nH]nc2c1C(c1ccc(Cl)cc1)C(C#N)=C(N)O2 (stereo not given)
-21	3%	-1	-3%	CCOC(=O)c1ccc2c(c1)N(CC(=O)N1CCCC1)C(=O)C(C)(C)O2
13	3%	0	13%	Cc1ccc(/C(N)=N/OC(=O)c2cc(-c3ccccc3)nc3ccccc23)cc1
4	-4%	1	-7%	Cc1ccc(C(=O)OCC(=O)Nc2cc(F)ccc2F)cc1NC(=O)c1ccco1
.	-5%	0	17%	N[C@H](C(=O)O)C1[C@H](C(=O)O)[C@H]1C(=O)O (stereo not given in full)
-1	4%	-18	.	COCCSc1nc2c(c(=O)[nH]c(=O)n2C)n1Cc1cccc(C)c1
-22	2%	.	.	N#CC(C(=O)NC1CCCCC1)=C1CCCCCC1
9	-8%	-1	-9%	O=C(NC1CCCCC1)c1ccc(CN2CCOCC2)cc1

Among those listed so far, 2 have fluorine:
PNC inhibitor	12-hLO inh	IMPase inh	15-hLO-2 inh	molecule
?	3%	-7	.	CCOC(=O)c1sc(-c2ccc(F)cc2)cc1NC(=O)Nc1ccccc1OC
4	-4%	1	-7%	Cc1ccc(C(=O)OCC(=O)Nc2cc(F)ccc2F)cc1NC(=O)c1ccco1

Sorted by value in PNC inhibitor (rising): three from the list above.
PNC inhibitor	12-hLO inh	IMPase inh	15-hLO-2 inh	molecule
-13	-23%	12	0%	O=C(Oc1c(-c2ccccc2)oc2ccccc2c1=O)c1ccccc1
2	-7%	-4	-3%	C=CCn1c(SCC(=O)Nc2ccc3c(c2)OCO3)nnc1-c1ccccc1OC
43	1%	.	.	CCC1CCC(c2nnc(-c3ccc(Br)cc3)o2)CC1 (stereo not given)

The results go on.
PNC inhibitor	12-hLO inh	IMPase inh	15-hLO-2 inh	molecule
-21	-2%	.	.	Cc1ccc(S(=O)(=O)Nc2cc(C(F)(F)F)ccc2N2CCOCC2)c(C)c1
-82*	1%	15	-5%	CCc1ccc(-c2cc(C(=O)Nn3cnnc3)c3ccccc3n2)cc1
9	-11%	?	-3%	COc1ccc(N(CC(=O)N2CCc3ccccc32)S(=O)(=O)c2c(C)n[nH]c2C)cc1
-15	-10%	11	5%	Fc1ccccc1C(c1nnnn1Cc1ccc2c(c1)OCO2)N1CCN(Cc2ccco2)CC1 (stereo not given)
2	-1%	.	.	CC1CN=C2C(C(=O)Nc3ccccc3)=C(O)CC(c3ccccc3)N21 (stereo not given)
.	1%[25.6 µM]	-16[20.6 µM]	50%[activator][25.6 µM]	O[C@H](c1cc(C(F)(F)F)nc2c(C(F)(F)F)cccc12)[C@H]1CCCCN1
26	3%	-2	.	O=C(Nc1ccc2c(c1)CCC2)c1ccccc1F
11	1%	.	.	Cc1sc2c(c1C)c(=O)n(-c1ccc(Cl)cc1)c(=O)n2Cc1cc(=O)n2ccccc2n1
?	6%	4	-4%	COc1cccc2cc(C(=O)C3=C(O)C(=O)N(CCCN(C)C)C3c3ccncc3)oc12 (stereo not given)
48	-1%	-7	.	NS(=O)(=O)c1ccc(NC(=S)NC(=O)c2ccc(-c3ccccc3)cc2)cc1
26	7%	6	22%	COc1cccc(CNCc2ccc(SC)cc2)c1OC
.	-1%[11.4 µM]	.	1%[11.4 µM]	O=C(O)CSSCC(=O)O
28	3%	2	-5%	Cc1[nH]c(=O)[nH]c(=O)c1S(=O)(=O)NCC12CC3CC(CC(C3)C1)C2
56	-3%	7	2%	COc1cccc(-c2cc(C(=O)N3CCCCC3C)no2)c1 (stereo not given)
151	0%	4	3%	C1CSC2(N1)C1CC3CC2CC(C1)C31NCCS1 (stereo not given)
26	0%	6	0%	Cc1cccc(N(C)C(=O)CCS(=O)(=O)c2cccc3nonc23)c1
-103*	0%	.	.	COc1cc(C(=O)N/N=C/c2cc([N+](=O)[O-])cs2)cc(OC)c1OC
-2	0%	8	.	COc1ccc(NC(=O)CSc2nnc(Cn3cnc4ccccc43)n2C)cc1
57	-5%	-10	-4%	CCOC(=O)C1=C(O)C(=O)N(c2ccc(S(N)(=O)=O)cc2)C1c1ccc(OC)cc1 (stereo not given)
?	0%	-6	4%	COc1cc(C2=NOC(C(=O)NCc3ccccn3)C2)cc(OC)c1OC (stereo not given)
-14	0%	.	.	CCOc1cc(N2CCOCC2)c(OCC)cc1NC(=O)COC(=O)c1cc2ccccc2cc1O
.	-2%	-7	23%	C[C@@H](CC(=O)O)[C@@H](N)C(=O)O
-18	1%	11	.	Cc1nn(-c2ccccc2)c(N2CCCC2)c1/C=N/NC(=O)c1cc(-c2cccnc2)nc2ccccc12
-22	-4%	.	.	COc1ccc(CCCC(=O)NCc2ccccc2)cc1C
8	-1%	.	.	COC(=O)c1ccc(C(NC(=O)OCc2ccccc2)/C(C)=C/[C@@H](C)C(=O)NCc2ccc(OC)c(OC)c2)cc1 (stereo not given in full)
55	-4%	-5	-3%	N=c1n(-c2ccccc2)c(O)cc(=O)n1-c1ccccc1
66	-3%	.	.	COc1ccc(S(=O)(=O)Nc2ccccc2OC)cc1NC(=O)Cc1cccs1
39	-6%	.	.	COc1ccccc1Oc1ccc(N/C=C2/CCCC2=O)cc1
23	-5%	0	-8%	CCOc1ccc(-n2c(Cc3cc(=O)[nH]c(=O)[nH]3)nnc2SCC)cc1
?	9%	-3	-2%	Cc1cc2c(n1-c1ccc(Br)cc1)CC(C)(C)CC2=O

For reference, some entries already given.
PNC inhibitor	12-hLO inh	IMPase inh	15-hLO-2 inh	molecule
56	-3%	7	2%	COc1cccc(-c2cc(C(=O)N3CCCCC3C)no2)c1 (stereo not given)
151	0%	4	3%	C1CSC2(N1)C1CC3CC2CC(C1)C31NCCS1 (stereo not given)
26	0%	6	0%	Cc1cccc(N(C)C(=O)CCS(=O)(=O)c2cccc3nonc23)c1

Other results follow:
PNC inhibitor	12-hLO inh	IMPase inh	15-hLO-2 inh	molecule
79	-3%	11	7%	N#CC1=C(Nc2ccccc2)SC=C(c2ccc(Cl)c(Cl)c2)N=C1N1CCOCC1
8	-3%	19	14%	CCCCN(CCCC)S(=O)(=O)c1ccc(OC)c2ncccc12
?	5%	3	8%	O=C1CC(c2ccccc2)n2nc(NC(=O)c3ccccn3)nc2N1 (stereo not given)
-93*	7%	1	-11%	CN1CCN(C(=O)c2ccc(CN3CCOCC3)cc2)CC1
22	-7%	14	-1%	O=C(NCc1cc(C(F)(F)F)cc(C(F)(F)F)c1)C1CC(c2c(Cl)cccc2Cl)=NO1 (stereo not given)
6	3%	-22	-11%	CC(C)C(=O)NC(NC(=S)Nc1cccc2cccnc12)C(Cl)(Cl)Cl (stereo not given)
14	-1%	0	-7%	COc1ccc(Cc2nnc(Nc3ccc(C)cc3C)[nH]c2=O)cc1
-24	0%	2	-2%	Cc1nn(-c2ncc(C(F)(F)F)cc2Cl)c(=O)n1-c1ccccc1Cl
-27	-7%	?	-2%	Cn1c(=O)c2c(SCc3cccc(C(F)(F)F)c3)nc(-c3ccco3)nc2n(C)c1=O
.	-1%	.	24%	O=c1c(-c2ccccc2)nc2cnc(N3CCNCC3)nc2n1C1CC1
-26	-2%	-5	6%	O=C(Nc1ccccn1)NC12CC3CC(CC(C3)C1)C2
-28	0%	13	-4%	CCOC(=O)c1c(C)nc2c(c1-c1cc(OC)c(OC)c(OC)c1)C(=O)c1ccccc1-2
34	-3%	-8	-1%	c1ccc(-c2noc(-c3cccc4ccccc34)n2)nc1
-12	0%	4	?	CCOc1ccc(N=C2NC(=O)S/C2=C\c2ccc(N(C)C)cc2)cc1
0	6%	0	.	CC(C)CN(C(=O)CN1CCOCC1)c1c(N)n(CC(C)C)c(=O)[nH]c1=O
7	3%	3	.	Cn1c(N)c(C(=O)COC(=O)CN2C(=O)c3ccccc3C2=O)c(=O)n(C)c1=O
49	-3%	0	-8%	Nc1ccccc1NC(=O)c1ccccc1N
?	-2%	.	.	C=CCNCCOc1ccccc1-c1ccccc1
11	-8%	-1	3%	O=C(O)CSc1nnc(CNc2cccc(C(F)(F)F)c2)n1Cc1ccco1
56	-3%	8	-21%	Cc1ccc2nc(Nc3ccccc3O)nc(-c3ccccc3)c2c1
13	0%	8	10%	CCOc1cc(CNc2ccc(OC)cc2)cc(Br)c1OCC(=O)NC(C)(C)C
7	-6%	9	-23%	O=C(CSc1nnc(-c2cccc(S(=O)(=O)N3CCCCC3)c2)o1)c1ccc[nH]1
34	-2%	30[activator][1.84 µM]	-8%[11.4 µM]	Cc1c(NC(=O)C2(c3ccccc3)CCOCC2)c(=O)n(-c2ccccc2)n1C
-9	0%	5[1.84 µM]	-15%[11.4 µM]	CCOc1ccccc1Nc1ncccc1C(=O)N1CCCC1
?	1%	-1	-13%	O=C(ONc1ccc(N=NC(=O)c2ccccc2O)cc1)c1ccccc1
67	-2%	3	7%	CC(=O)Nc1ccc(NC(=O)CSc2nnc(-c3ccccc3)n2Cc2ccc3c(c2)OCO3)cc1
16	3%	.	.	O=C1CCC([N+](=O)[O-])C(c2ccc(Br)cc2)N1 (stereo not given)
33	-1%	?	.	COc1ccc(C(=O)NCCn2cc(SCC(=O)N3CCOCC3)c3ccccc32)cc1
8	-1%	0	.	CCOC(=O)c1c(NC(=O)Cn2nc(C(F)(F)F)cc2C)sc(C)c1C
17	2%	3	1%	CC1(C)CC(=O)c2cnc(N)nc2C1
?	-4%	4	4%	Cc1cccc(OCCCC(=O)Nc2ccc(S(=O)(=O)N3CCCC3)cc2)c1
